Anthrax LF prot = blocks Bacillus anthracis lethal factor protease; P15917; multiplex microsphere protease cleavage assay, LF; inhibition, % at 10 µM; actives 0.12% (n = 360,000); note: plate controls were buffer without enzyme for full effect and enzyme alone for no effect
3CLpro inhibitor = SARS-CoV 3CLpro protease inhibition | AID 1706 | inhibition, % at 6 µM | actives 0.14% (n = 290,000) | recombinant SARS-CoV 3CLpro, quenched FRET peptide cleavage; in the data active = inhibition above about 12%
PfHsp40 rescue = restores yeast growth despite PfHsp40 toxicity; S. cerevisiae expressing PfHsp40, growth rescue, ATP luminescence; growth rescue, % at 12.5 µM; actives 0.68% (n = 340,000); in the data active = growth rescue above about 28%, passing the limit was not always enough; inconclusive = no clear call, values can overlap the other calls;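 note: yeast W303a lacking pdr1 and pdr3 grown in galactose medium; growth measured after three days at 30 °C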
CCHF vOTU inh = CCHFV vOTU protease inhibition | inhibition, % at 11.5 µM | Pep-AMC fluorescence | actives 0.55% (n = 370,000) | AID 651958; in the data active = inhibition above about 30%; note: 0% = vehicle wells with enzyme and 100% = no enzyme wells
TcdB inh = blocks C. difficile toxin B glycohydrolase activity. TcdB glycohydrolase enzymatic assay, plate reader. inhibition, % at 9.99 µM. actives 0.24% (n = 350,000). AID 652162; in the data active = inhibition above about 10%
DUSP3 inh = blocks human VHR1 dual specificity phosphatase; P51452; recombinant VHR phosphatase, pNPP absorbance; inhibition, % at 13.3 µM; actives 0.52% (n = 290,000); AID 1654; in the data active = inhibition above about 50%; note: some compounds called inactive have numbers as strong as hits
PriA SSB inh = blocks PriA binding to SSB C-terminal tail | AlphaScreen SSBct-PriA binding, biotinylated peptide | inhibition, % at 33 µM | actives 0.6% (n = 430,000) | AID 1272365; in the data active = inhibition mostly above about 37%, no sharp cut-off; inactive = mostly below about 20%;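 note: plate controls were negative control peptide for no effect and reference peptide for full effect; strong numbers were not always called active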
BoNT A protease = inhibitors of Botulinum neurotoxin A light chain protease | multiplex microsphere protease substrate cleavage, flow cytometry | inhibition, % at 10 µM | actives 0.17% (n = 360,000) | AID 588499; note: plate controls were buffer without enzyme for full effect and enzyme alone for no effect
Yp Topo-I inh = Y. pestis Topo-I inhibition via cleavage products | Y. pestis Topo-I cleavage product accumulation, plate reader | activity, % at 10 µM | actives 0.064% (n = 360,000); in the data active = activity above about 50%, passing the limit was not always enough; inconclusive = no clear call, values can overlap the other calls; note: inactives centre near 2
BH1578 lux ind = quorum light induction in luxS cqsA deficient V. cholerae | activation, % at 18.7 µM | AID 588436 | actives 0.16% (n = 350,000) | V. cholerae BH1578 lux reporter, luminescence, 6 h; in the data active = activation mostly above about 9.7%, no sharp cut-off; inconclusive = no clear call, values can overlap the other calls; inactive = mostly below about 3.7%; note: not every result past the cut was called active; inactives centre near 0; reference of the scale not given here
An asterisk follows results filed as active; i = inactive; ? = inconclusive; / = no result given. Cut-off read from the data, not from the text of the source, unless noted: active = inhibition above about 30%; inconclusive = no clear call, values can overlap the other calls; inactive = below that. This is a subset; rates above refer to the full screens.

canonical_smiles,Anthrax LF prot,3CLpro inhibitor,PfHsp40 rescue,CCHF vOTU inh,TcdB inh,DUSP3 inh,PriA SSB inh,BoNT A protease,Yp Topo-I inh,BH1578 lux ind
COc1ccc([N+](=O)[O-])cc1NC(=O)CSc1ncccn1,-2,-5,-2.1,-3,1.2,21,-3,-0.1,-2,-0.9
C/C(=N\NC(=O)Cn1ccc(C(F)(F)F)n1)c1ccc(N2CCOCC2)cc1,-3,-2,0.5,-4,0.7,19,/,-0.3,-6,i
COc1ccccc1Sc1ccccc1/C=N/NC(N)=O,-4,6,-1.8,6,-1.1,6,/,0.4,1,-0.6
O=C(CN1CCN(S(=O)(=O)c2ccc(F)cc2)CC1)Nc1ccccc1F,-2,-3,1.1,3,/,21,6,0.0,2,i
CC1(C)CC(=O)C2=C(C1)OC(N)=C(C#N)[C@@]21C(=O)N(CC(N)=O)c2ccccc21,4,5,-0.1,7,/,2,-7,0.4,18,-7.1
CCC1Nc2ncnc(N3CCN(c4ccccn4)CC3)c2N(Cc2ccc(Br)cc2)C1=O (stereo not drawn),-2,/,1.7,10,-0.4,/,12,-0.5,9,i
Cc1ccc(S(=O)(=O)CCC(=O)Nc2cc(Cl)ccc2-n2cncn2)cc1,?,/,-0.4,-7,1.2,/,-5,6.1,18,-0.7
Cc1cccc(/C=N/NC(=O)c2ccncc2)n1,0,-3,-0.5,12,-0.3,23,/,0.9,8,-0.5
Cc1nnc(SCCn2c(N3CCCCC3)nc3c2c(=O)n(C)c(=O)n3C)s1,1,-8,0.7,-1,/,/,-16,-0.5,0,-0.3
Cc1ccc(S(=O)(=O)N(C)C)cc1NC(=O)CSc1ncc(C(F)(F)F)cc1Cl,-2,-2,1.1,-5,4.3,-4,-6,-0.2,-1,2.0
CC(=O)CSc1ncnc2sc3c(c12)CCC3,-2,0,1.0,2,1.0,11,-15,0.6,1,1.4
CCC1C2Cn3c(nc4ccccc43)C1N(C)O2 (stereo not drawn),-11,/,-1.2,8,-0.7,22,-12,-1.2,4,-0.6
CCc1ccc(NC(=O)c2cc(S(=O)(=O)N3CCCC3)c[nH]2)cc1,-5,3,0.9,/,/,13,-3,-1.1,10,-0.1
O=C(CCN1CCCCC1)c1cccc(Cl)c1,-2,/,-1.4,-2,0.7,/,-10,-0.6,1,0.8
Cc1ccc(NC(=O)c2cccc(S(=O)(=O)N3CCN(c4ccccc4)CC3)c2)nc1,7,/,-0.2,-6,0.5,/,-5,1.4,13,-3.4
Cc1cc(C)c(S(=O)(=O)Cc2ccccc2)c(OC(C)C)n1,-9,-1,-1.1,7,1.6,-10,-15,1.5,8,-0.3
COC(=O)C1=C(C)N(c2ccc(OC)cc2)C(=O)/C1=C\c1cccs1,-1,3,-1.8,13,/,8,1,0.0,0,-0.2
COC(=O)C1=C(C)NC(=S)NC1c1ccc(N(CCCl)CCCl)cc1Cl (stereo not drawn),-4,/,-0.2,12,1.9,/,1,-0.1,26,i
CC(C)(C)NC(=O)NC(=O)COC(=O)c1cccc(OC(F)F)c1,-4,6,0.7,24,-0.3,18,-4,-0.3,2,2.3
CC1(C(=O)Nc2ccc3c(c2)OCCO3)CCC(=O)N1CC(F)(F)F (stereo not drawn),-2,/,/,12,0.5,/,/,0.8,/,/
O=[N+]([O-])c1ccc2ccn(C3OCC(O)C(O)C3O)c2c1 (stereo not drawn),0,0,-0.5,-3,0.0,7,-2,-0.4,3,-0.4
COc1ccc(NC(=O)CN(C)S(=O)(=O)c2ccc3c(c2)n(C)c(=O)c(=O)n3C)cc1,0,-8,-0.3,10,0.8,14,0,2.4,9,-0.2
COc1ccc(NC(=O)c2sc3nc(-c4cccnc4)ccc3c2N)cc1OC,-10,-9,1.8,-3,0.7,25,7,-1.6,8,i
O=C(Nc1ccc2nc3n(c(=O)c2c1)CCCC3)c1cccc(F)c1,-10,5,1.4,3,1.1,-11,4,-2.8,8,-0.8
Cn1c(=O)oc2cc(S(=O)(=O)N3CCCC(C(=O)Nc4ccccn4)C3)ccc21 (stereo not drawn),-6,2,0.5,2,1.3,23,1,-0.5,3,-0.2
CCc1cccc(CC)c1N(COC)C(=O)Cn1ccccc1=N,0,-4,-0.3,-2,/,17,-6,0.0,1,i
O=C(CN(Cc1ccco1)C(=O)CNS(=O)(=O)c1ccc(F)cc1)NCc1ccc(F)cc1,3,-4,0.2,12,/,3,3,0.7,0,-1.0
Cc1ccnc(SCC(=O)N2CCCc3ccccc32)n1,-5,-1,0.5,-5,0.5,-4,-10,-0.2,5,-0.6
CCCCCCCCCCCCS(=O)(=O)CCC(=O)O,0,-1,0.3,2,1.2,17,-5,0.1,6,0.3
COc1ccc(-c2onc(C)c2-c2cnn(-c3ccccc3)c2)c(O)c1C,-5,-3,2.1,-2,-0.6,16,2,-0.5,-3,0.3
CCCCOc1ccc(C(=O)NCC(=O)NCC(c2cccs2)N2CCOCC2)cc1 (stereo not drawn),3,/,-1.3,-5,0.8,/,1,0.3,26,-0.4
CCCOc1ccc(/C=N/Nc2ccccc2[N+](=O)[O-])c(OCCC)c1,-6,4,1.0,-16,/,17,/,-1.6,-2,-0.2
O=C(c1ccc2ccccc2c1)N1CCN(c2ccc([N+](=O)[O-])c(N3CCOCC3)c2)CC1,-5,-1,5.0,2,-0.7,29,1,-0.5,39,-0.4
Cc1[nH]n(C(N)=S)c(=O)c1N=Nc1cccc(Cl)c1,-2,-7,1.5,-4,-0.7,18,-10,-2.2,1,-0.3
CCOc1ccc(NS(=O)(=O)c2ccc(C(=O)NNC(=O)c3ccccc3O)cc2)cc1,4,/,-1.0,9,0.3,/,7,4.7,-9,-2.6
Cc1cc(C)cc(NC(=O)[C@H](NC(=O)[C@@H]2Cc3ccccc3CN2)c2ccccc2)c1,-6,1,1.8,/,/,-1,11,-1.5,16,i
Cc1cccc(N=C2NC(=O)/C(=C/c3cccnc3)S2)c1C,0,-3,-1.0,11,0.1,26,-3,-3.3,5,-0.3
O=C(O)CCc1nc2ccccc2c(=O)[nH]1,3,-2,-0.2,14,0.3,8,0,-0.9,9,-0.8
Cc1ccc(-c2nc(NC(=O)CSc3ccc4ccccc4n3)ns2)cc1,0,-3,-0.4,1,-1.2,4,-8,0.3,4,-0.4
CC(C)c1ccccc1NC(=S)N1CCN(S(=O)(=O)c2cccs2)CC1,-4,5,-1.1,-5,2.6,18,-5,-0.3,-7,-0.4
O=C(COC(=O)C1CC(=O)N(Cc2ccco2)C1)c1ccc(OC(=O)c2ccco2)cc1 (stereo not drawn),-6,2,-0.7,1,/,8,-1,0.9,25,-0.3
COc1cc2[nH]c3ccccc3c2cc1C,3,/,1.3,-2,-11,18,0,-0.5,-8,-0.3
O=C(CCl)Nc1cccc(-c2cnc3ccccc3n2)c1,1,-1,2.2,11,/,-6,2,0.2,-2,1.8
Cc1ccc(S(=O)(=O)N2CCN(C(=O)CCn3nc(C)c(C)c3C)CC2)cc1C,4,-3,-1.7,-2,1.4,26,-1,-1.9,16,i
COCC(=O)Nc1ccc(S(=O)(=O)N2CCCC2)cc1,-19,-4,0.0,-6,-1.9,0,-5,0.3,-1,-1.9
CC(C)(C)NC(=O)C(c1cccs1)N(C(=O)c1csnn1)c1cccc(F)c1 (stereo not drawn),2,4,-1.0,-7,0.9,17,4,-0.3,-10,-0.5
CCc1cc(C(=O)N2CCN(S(=O)(=O)c3cc(C)ccc3C)CC2)sc1C,-1,/,3.6,0,1.3,/,-7,-2.1,27,i
O=[N+]([O-])c1cc(-c2ccc(/C=N\n3cnnc3)o2)cc([N+](=O)[O-])c1,-16,-5,-1.6,1,-0.3,-13,/,-20,-6,i

Another view of part of the listing above.
SMILES: COCC(=O)Nc1ccc(S(=O)(=O)N2CCCC2)cc1
  Anthrax LF prot = -19
  3CLpro inhibitor = -4
  PfHsp40 rescue = 0.0
  CCHF vOTU inh = -6
  TcdB inh = -1.9
  DUSP3 inh = 0
  PriA SSB inh = -5
  BoNT A protease = 0.3
  Yp Topo-I inh = -1
  BH1578 lux ind = -1.9
SMILES: Cc1ccc(S(=O)(=O)N2CCN(C(=O)CCn3nc(C)c(C)c3C)CC2)cc1C
  Anthrax LF prot = 4
  3CLpro inhibitor = -3
  PfHsp40 rescue = -1.7
  CCHF vOTU inh = -2
  TcdB inh = 1.4
  DUSP3 inh = 26
  PriA SSB inh = -1
  BoNT A protease = -1.9
  Yp Topo-I inh = 16
  BH1578 lux ind = i

(next part)
canonical_smiles,Anthrax LF prot,3CLpro inhibitor,PfHsp40 rescue,CCHF vOTU inh,TcdB inh,DUSP3 inh,PriA SSB inh,BoNT A protease,Yp Topo-I inh,BH1578 lux ind
CCCCN(C)C(=O)c1cn(CC)c2ccc(S(=O)(=O)N(C)C)cc2c1=O,1,0,-0.5,5,1.7,8,-1,-0.5,-6,-0.2
COc1ccc(C(=O)NCc2nnc(SCC(=O)Nc3ccccc3F)o2)cc1,1,4,-0.9,-7,-0.1,-5,-7,-0.4,-5,i
Clc1ncc(CN2CCN(c3ccccc3)CC2)s1,-2,2,-0.7,-12,0.7,36,-5,-2.4,9,i
Cc1cc(C)n2nc(C(=O)Nc3ccc4c(c3)OCO4)nc2n1,-6,1,0.9,21,/,-12,-1,0.2,-4,i
Cc1ccc2occ(C(c3nnnn3C3CCCC3)N3CCN(C(=O)c4ccco4)CC3)c(=O)c2c1 (stereo not drawn),4,2,-0.7,2,0.4,14,-9,0.9,21,-0.9
COc1ccc(OCC(=O)NNC(=O)C(=O)Nc2ccc(C)cc2)cc1,0,-5,-2.3,-8,0.8,11,-10,-0.5,2,-0.2
COc1ccc(S(=O)(=O)Nc2c(C)ccc3nsnc23)cc1OC,-1,-8,0.0,-1,/,-6,6,1.0,6,-2.2
C/C(=N\Nc1ccc(Cl)c(C(=O)O)c1)c1ccc(N2CCOCC2)cc1,-5,4,1.7,11,0.6,-23,/,-1.2,2,-0.6
COC1=C(Br)C(=O)c2ncccc2C1=O,-6,/,-0.3,101*,-3.0,/,41*,-0.1,-8,0.8
O=C(NNC(=O)c1ccc(Br)o1)c1csc(N2CCOCC2)n1,-3,/,-1.6,2,-0.5,/,-3,-1.8,4,5.9
Nc1nccnc1C(=O)OCc1nc2sc3c(c2c(=O)[nH]1)CCCC3,1,/,0.1,-6,0.7,/,8,2.0,13,-5.6
CC(=O)c1ccc(OCC(=O)N2CCCC(Nc3ccc(C)c(C)c3)C2)cc1 (stereo not drawn),0,3,0.4,-10,1.7,64,12,2.9,14,-1.7
Cc1ccc(NC(=O)CN(C)C(=O)COc2cccc3cccnc23)cc1,-1,1,1.0,5,/,-2,8,-0.2,0,-0.3
O=C(/C=C/c1cc(Br)ccc1F)OCC(=O)N1CCOCC1,4,/,-0.8,-6,1.1,/,-9,-0.1,5,-0.9
COc1cc(C(=O)OC(C)CN2C(C)CCCC2C)cc(OC)c1OC (stereo not drawn),-14,-4,-1.3,-12,1.6,-17,-9,-0.1,13,i
CCOc1cc(C(=O)NC(=S)Nn2cnnc2)cc(OCC)c1OCC,-3,-2,-1.1,-3,1.2,24,-10,-1.1,-13,-0.3
Cc1cc(OC(C)C(=O)NCc2ccncc2)c2c3c(c(=O)oc2c1)CCCC3 (stereo not drawn),-2,-3,0.7,-19,0.9,7,-10,0.5,8,-3.8
CCOc1ccc(/C=C\C(C)=N\O)cc1,0,-1,6.8,10,0.4,-5,/,-0.5,8,2.1
CCCCCC1=C(C(=O)OC)C(C(=O)OCC)N(S(=O)(=O)C(F)(F)F)c2ccccc21 (stereo not drawn),0,/,3.0,25,1.2,/,-22,-0.3,30,-6.2
O=C(CSc1nc2ncc(Cl)cc2[nH]1)c1ccc2c(c1)OCO2,-2,0,/,-2,-0.1,17,6,0.0,-1,i

Compound activity from PubChem.
